TIM10 inh: inhibits growth of TIM10 yeast strain; S. cerevisiae TIM10 strain growth, BacTiter-Glo luminescence, 24 h; inhibition, % at 10 µM; hit rate 1.4% among 330,000; AID 463195;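 active means inhibition of 40% or more at the single tested concentration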;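 further: wild-type TIM10 isogenic control strain grown at permissive 25 °C; 0% = DMSO yeast wells and 100% = minimal medium wells without yeast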
UPR CHOP act: activators of apoptotic arm of unfolded protein response (CHOP); CHO-CHOP luciferase reporter, UPR activation, luminescence; percent of tunicamycin response over DMSO baseline; activation, % at 10 µM; hit rate 0.34% among 330,000; AID 449763;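 active means at 10 µM dose, activation of 40% or more, normalized to positive control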;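 further: 100% = tunicamycin at 10 µg/mL and 0% = DMSO alone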
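Dosing – one dose, 10 µM in 0.5% DMSO · System – CHO-CHOP cells, stable luciferase reporter of PERK-eIF2a-CHOP signalling · Input – 500 cells/well · Control set – tunicamycin 10 µg/mL final as positive, DMSO-only wells as negative · Timing – 6 h compound treatment, 37 °C · Measure – % activation vs tunicamycin · Technique – luminescence read with Steady-Glo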
Jurkat NFkB inh: lowers PMA/ionomycin-induced NF-kB signal in Jurkat cells; AID 435003; PMA/ionomycin-induced NF-kB luciferase reporter, luminescence; hit rate 0.53% among 330,000; inhibition, % at 4 µM; in the data active means inhibition above about 50%
tim23-1 inh: growth inhibitors of tim23-1 mutant yeast; hit rate 1.3% among 330,000; AID 463212; S. cerevisiae tim23-1 growth, BacTiter-Glo luminescence, 24 h; inhibition, % at 20 µM;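 active means growth inhibition of the mutant yeast at or above 50%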;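 further: temperature-sensitive mutant grown at 25 °C; plate controls were DMSO-treated mutant yeast for no effect and medium wells lacking yeast for full effect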
Mdm2 MdmX PPI: disrupts the human Mdm2-MdmX interaction; SaOS-2 split-luciferase Mdm2/MdmX complementation, luminescence; inhibition, % at 8 µM; hit rate 3% among 330,000;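 active means inhibition of at least 50% at 8 µM in the primary screen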
Target sequence (O15151 whole entry, looked up): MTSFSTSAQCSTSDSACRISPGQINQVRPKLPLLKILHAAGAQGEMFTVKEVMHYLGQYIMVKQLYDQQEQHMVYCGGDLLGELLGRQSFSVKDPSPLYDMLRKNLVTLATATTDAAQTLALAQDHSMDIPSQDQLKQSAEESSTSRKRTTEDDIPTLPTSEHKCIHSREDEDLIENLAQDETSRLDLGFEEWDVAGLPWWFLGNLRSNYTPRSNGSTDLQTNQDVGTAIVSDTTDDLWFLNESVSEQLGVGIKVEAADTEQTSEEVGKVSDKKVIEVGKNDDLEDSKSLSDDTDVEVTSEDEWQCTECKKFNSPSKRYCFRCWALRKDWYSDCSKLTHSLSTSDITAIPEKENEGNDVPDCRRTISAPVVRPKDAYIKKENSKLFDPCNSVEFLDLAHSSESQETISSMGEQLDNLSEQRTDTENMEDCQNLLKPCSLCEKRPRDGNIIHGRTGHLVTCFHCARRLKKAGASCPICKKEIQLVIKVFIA
Target sequence (Q00987 whole entry, looked up): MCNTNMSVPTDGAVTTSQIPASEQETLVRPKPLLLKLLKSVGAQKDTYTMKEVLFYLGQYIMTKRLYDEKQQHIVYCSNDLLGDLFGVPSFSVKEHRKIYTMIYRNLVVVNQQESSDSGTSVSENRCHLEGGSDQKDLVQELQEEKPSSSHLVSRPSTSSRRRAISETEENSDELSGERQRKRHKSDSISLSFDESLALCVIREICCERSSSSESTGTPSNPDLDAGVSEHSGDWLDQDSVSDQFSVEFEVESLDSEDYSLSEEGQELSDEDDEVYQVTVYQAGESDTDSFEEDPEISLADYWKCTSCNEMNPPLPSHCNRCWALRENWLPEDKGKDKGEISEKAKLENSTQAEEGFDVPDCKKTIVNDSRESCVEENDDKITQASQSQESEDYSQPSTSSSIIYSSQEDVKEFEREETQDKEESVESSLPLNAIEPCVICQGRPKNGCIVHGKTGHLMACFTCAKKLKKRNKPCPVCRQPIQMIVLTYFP
XBP1 UPR activ: adaptive UPR (XBP1) activation; CHO-XBP1 luciferase reporter, IRE1-XBP1 UPR activation, luminescence; percent of tunicamycin response, DMSO as zero; activation, % at 20 µM; hit rate 0.33% among 330,000; AID 463104;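 active means versus positive control, 20 µM dose yields 30% or more activation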;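 further: 100% = tunicamycin at 10 µg/mL and 0% = DMSO only wells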
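Test system: CHO-XBP1 luciferase reporter cells | Buffer or medium: Serum-containing F12 medium, 10% FBS | Schedule: 6 h compound exposure at 37 °C, 5% CO2 | Detection: Steady-Glo luciferase glow luminescence, 10 min after reagent addition | Read-out basis: Activation, % of tunicamycin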
697 NFkB inh: inhibitors of the PMA/ionomycin-induced NF-kB reporter in 697 B cells; 697 B-cell NF-kB luciferase reporter, 16 h; inhibition, % at 4 µM; hit rate 0.33% among 330,000; AID 435022; in the data active means inhibition above about 35%
tim10-1 inh: growth inhibitors of tim10-1 mutant yeast. S. cerevisiae tim10-1 ts strain growth, BacTiter-Glo, 24 h. inhibition, % at 20 µM. hit rate 2.2% among 330,000;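 active means inhibition of at least 40%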;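 further: mutant grown at 25 °C; 0% = DMSO wells with yeast and 100% = wells holding no yeast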
* marks the source's active call; other numbers are inactive results; x = no result given.

SMILES	TIM10 inh	UPR CHOP act	Jurkat NFkB inh	tim23-1 inh	Mdm2 MdmX PPI	XBP1 UPR activ	697 NFkB inh	tim10-1 inh
CCOC(=O)c1c(NC(=O)CN2C(=O)NC(C)(c3ccc(Cl)cc3)C2=O)sc(C(=O)NC)c1C (stereo not drawn)	19	1.9	-5	2	33	-2	12	12
O=C(/C=C/c1ccccc1Cl)N1CCN(c2ncccn2)CC1	-11	0.5	3	19	3	2	-20	29
COc1ccc(-c2noc(CCC(=O)N3CCN(c4ccc(C(F)(F)F)cc4)CC3)n2)cc1	-6	3.4	x	21	11	1	-17	-2
COC(=O)c1c(C)[nH]c(C(=O)C(C)OC(=O)C2=NNC(=O)CC2)c1C (stereo not drawn)	2	1.5	-8	10	0	-4	-2	13
O=C(CN1C(=O)COc2ccccc21)NCc1ccccn1	1	0.6	-29	8	-23	-2	-13	-1
O=C1COc2ccc(S(=O)(=O)CCC(=O)NC3CCCCC3)cc2N1	-6	2.5	0	-7	9	-10	-4	0
COc1ccc2[nH]c3c(=O)n(N)c(=O)[nH]c3c2c1	1	0.1	7	-4	0	-5	3	1
Cc1c(C)c(C)c(S(=O)(=O)N2CCC3(CC2)OCCO3)c(C)c1C	19	-0.6	-2	33	7	2	14	20
O=C(Nc1cccc(F)c1)c1cc(S(=O)(=O)N2CCOCC2)ccc1N1CCCC1	7	1.2	-20	9	18	22	-20	14
COc1ccc(C(=O)COC(=O)CNC(=O)c2ccc(OC)cc2)cc1	12	-0.7	-2	11	9	-3	2	-13
CCCC(=O)Nc1nc(C)c(-c2csc(Nc3ccc(Cl)cc3)n2)s1	27	2.2	-3	48	49	-2	0	39
O=C(COc1ccccc1)Nc1ccc2c(c1)C(=O)N(CC1CCCO1)C2=O (stereo not drawn)	10	1.4	-1	3	-19	-2	2	1
O=C(O)CC(SCC(=O)NC1CCCc2ccccc21)C(=O)O (stereo not drawn)	11	-1.6	2	10	6	-1	18	-3
CCNC(=O)NC(=O)C(C)OC(=O)C1CCN(S(=O)(=O)c2ccccc2F)CC1 (stereo not drawn)	3	-0.4	-3	7	-1	0	21	14
CC(OC(=O)c1cccc(-n2cnnn2)c1)C(=O)NC1(C#N)CCCCC1 (stereo not drawn)	3	1.4	1	2	-20	-1	6	-2
Cc1ccc(S(=O)(=O)N2CN(CC3CCCO3)c3nc4ccccc4nc32)cc1 (stereo not drawn)	-6	0.3	-10	28	18	-3	1	39
Cc1ccc(-n2nnnc2CN2CCCCC2)cc1	4	1.2	3	15	21	0	18	10
O=C(CNC(=O)c1ccc(Br)o1)NNC(=O)c1cccc(Cl)c1	16	2.5	9	6	0	-4	3	19
O=C(NCCCO)/C(=C\c1ccco1)NC(=O)c1ccco1	-11	-0.4	0	6	22	1	9	5
Cc1nn2c(NCCN(C)C)c3c(nc2c1-c1ccccc1)CCCC3	16	1.4	36	9	28	1	-16	14
O=C1CC(SCCc2nc3ccccc3[nH]2)C(=O)N1c1ccc(Cl)cc1 (stereo not drawn)	9	-2.1	3	4	4	-6	30	16
S=C(NCc1ccco1)Nc1ccccc1Cl	13	0.7	4	4	21	4	-9	16
COC(=O)c1ccccc1NC(=O)C1CCCN(S(=O)(=O)c2ccc(F)cc2)C1 (stereo not drawn)	10	-0.7	6	40	-9	-2	-24	27
O=C(NCc1ccccn1)Nc1cccc([N+](=O)[O-])c1	-5	0.2	-15	4	24	-3	10	6
CCCCNC(=O)c1ccc(CS(=O)(=O)c2ccc(C)cc2)o1	-4	1.3	-4	5	7	-5	-12	15
CCN(CC)CCn1c(C)nc2ccccc21	-10	-0.2	-14	30	-25	0	-17	16
CC(C)Cc1nnc(NC(=O)C2CCCC2)s1	18	1.1	-13	17	2	-4	-32	-9
Cc1cc(OCC#N)nc(N)n1	11	1.6	-7	1	-10	1	2	7
COc1c(C(=O)N2CCCC2)ccc2ccccc12	0	-0.8	2	4	1	1	-4	6
COc1ccc(/C=N/N=C2/SCC(=O)N2Cc2ccccc2)cc1	-8	5.3	-127	8	-124	2	-136	-14

Ordered by molar mass (lowest first): 4 of the compounds above
SMILES	TIM10 inh	UPR CHOP act	Jurkat NFkB inh	tim23-1 inh	Mdm2 MdmX PPI	XBP1 UPR activ	697 NFkB inh	tim10-1 inh
Cc1cc(OCC#N)nc(N)n1	11	1.6	-7	1	-10	1	2	7
COc1c(C(=O)N2CCCC2)ccc2ccccc12	0	-0.8	2	4	1	1	-4	6
O=C(NCCCO)/C(=C\c1ccco1)NC(=O)c1ccco1	-11	-0.4	0	6	22	1	9	5
Cc1ccc(S(=O)(=O)N2CN(CC3CCCO3)c3nc4ccccc4nc32)cc1 (stereo not drawn)	-6	0.3	-10	28	18	-3	1	39

Following part
SMILES	TIM10 inh	UPR CHOP act	Jurkat NFkB inh	tim23-1 inh	Mdm2 MdmX PPI	XBP1 UPR activ	697 NFkB inh	tim10-1 inh
O=c1c(/C=N\NS(=O)(=O)c2ccccc2)coc2ccc(Cl)cc12	36	-0.9	13	39	16	-3	-9	37
Cc1ccc(NC(=O)CCC(=O)N/N=C/c2ccccc2O)cc1	2	-0.1	13	3	41	-3	10	-11
CN(C)CCCN(C(=O)c1ccc(S(=O)(=O)N2CCc3ccccc3C2)cc1)c1nc2c(F)cccc2s1	18	3.1	-5	4	10	-2	-4	35
CCOc1ccc(CNS(=O)(=O)c2c(C(=O)N3CCCC3)c(C)n(C)c2C)cc1OC	6	-2.7	-9	-5	8	0	-16	-6
CC[C@@]1(C(=O)OC)N[C@H](CN(C)C(=O)Nc2ccc(OC)cc2)[C@@H]2C(=O)N(C)C(=O)[C@@H]21	-5	3.3	1	-10	16	-3	5	-9
CCN1C(=O)C(c2ccc(O)cc2)(c2ccc(O)cc2)c2ccccc21	19	-2.4	2	18	-29	-2	14	22
CCN1CCN(c2nc3c(c(=O)[nH]c(=O)n3C)n2Cc2ccccc2F)CC1	-18	-0.7	5	-6	-3	-3	10	-29
CC(=O)Cn1c(C(F)(F)F)nc2ccccc21	-6	-1.5	13	-2	-1	1	15	8
COc1ccc(Oc2ccc(/C=N/NC(=O)c3cccnc3)cc2[N+](=O)[O-])cc1	-12	-1.5	-1	0	15	4	17	-5
CCOC(=O)c1ccc(NC(=O)c2nc[nH]c2C(=O)N2CCN(c3ccccc3)CC2)cc1	9	1.2	14	-2	31	-4	17	4
Brc1cccc(-c2n[nH]c(-c3ccccc3)n2)c1	23	6.1	-88	69*	-93	0	-99	24
O=C(CCCCC(=O)NCc1cccs1)NCc1cccs1	2	-0.7	-6	18	26	-1	5	0
CCCCN(C(=O)CSCc1c(C)noc1C)c1c(N)n(CCCC)c(=O)[nH]c1=O	-2	-1.2	2	0	10	0	18	-10
Cc1cc(C)cc(NC(=O)C(c2ccccc2)N2CCN(CC(=O)N3CCCC3)CC2)c1 (stereo not drawn)	12	1.3	13	11	24	-3	16	-1
Cc1ccc(NC(=O)CCNS(=O)(=O)c2ccc3[nH]c(=O)oc3c2)cc1N(C)C	3	-0.6	2	-11	8	-4	8	1
CCNC(=O)NC(=O)COC(=O)CCc1nc(=O)c2ccccc2n1C	-2	-0.3	10	-4	-3	-3	3	-10
c1ccc(-c2nnc(SCC3CCCCO3)nc2-c2ccccc2)cc1 (stereo not drawn)	27	1.3	4	15	5	-3	-28	25
Cc1ccccc1-c1nnc(SCC(=O)NC2CCCCC2)o1	8	-1.7	13	32	0	-4	2	14
O=C(CSc1nnc(Cn2c(=O)sc3ccccc32)n1-c1ccccc1)Nc1nccs1	10	-0.4	16	20	-1	-3	9	18
COCCSc1nnc(NC(=O)Cc2cccs2)s1	20	-2.2	-9	20	8	0	-3	14
Cc1ccccc1Nc1nc(N)nc(CN2C(=O)NC3(CCCCC3C)C2=O)n1 (stereo not drawn)	13	-0.3	4	24	-33	1	1	13
CCc1nc2nc(C)c(NS(=O)(=O)c3ccc(F)cc3)c(=O)n2[nH]1	-13	-1.9	6	10	10	1	-17	2
CC1=C(C(N)=O)C(c2ccc(Br)cc2)n2nc(CCCO)nc2N1 (stereo not drawn)	-4	0.9	-11	-2	17	-3	-3	20
CCNC(=S)N/N=C/c1sc(N2CCCCC2)nc1-c1cccs1	32	8.2	-23	21	15	4	-20	36
COc1ccccc1NS(=O)(=O)c1cccc(NS(=O)(=O)c2ccc(Cl)c(C(=O)O)c2)c1	3	1.0	-10	-4	10	-3	-5	-5
CCNC(=O)C1CN(S(=O)(=O)c2ccccc2)CCN1S(=O)(=O)c1ccccc1 (stereo not drawn)	-4	-0.5	2	-3	28	1	14	-5
Cc1ccc(S(=O)(=O)N(C)C)cc1NC(=O)Cn1c(CN2CCOCC2)nc2ccccc2c1=O	11	-0.1	2	-4	6	-5	7	18
O=C(CN1CCC(c2nc3ccccc3[nH]2)CC1)Nc1ccc2c(c1)OCO2	-4	2.7	8	5	-6	0	16	0
O=C(CNc1ccc(C(F)(F)F)cc1[N+](=O)[O-])OCC(=O)c1ccccc1	15	-0.9	0	29	13	1	11	23
COC(=O)CN(c1ccc(C)cc1)S(=O)(=O)c1ccc(F)cc1	1	1.7	8	14	12	-2	5	20

Overlap with the part before: 4 compounds; new compounds follow.
SMILES	TIM10 inh	UPR CHOP act	Jurkat NFkB inh	tim23-1 inh	Mdm2 MdmX PPI	XBP1 UPR activ	697 NFkB inh	tim10-1 inh
Cc1ccc(S(=O)(=O)N(C)C)cc1NC(=O)Cn1c(CN2CCOCC2)nc2ccccc2c1=O	11	-0.1	2	-4	6	-5	7	18
O=C(CN1CCC(c2nc3ccccc3[nH]2)CC1)Nc1ccc2c(c1)OCO2	-4	2.7	8	5	-6	0	16	0
O=C(CNc1ccc(C(F)(F)F)cc1[N+](=O)[O-])OCC(=O)c1ccccc1	15	-0.9	0	29	13	1	11	23
COC(=O)CN(c1ccc(C)cc1)S(=O)(=O)c1ccc(F)cc1	1	1.7	8	14	12	-2	5	20
COc1ccc(-n2c(=S)[nH]c3cc(C(=O)N(C)Cc4ccccc4)ccc3c2=O)cc1	-10	-1.4	10	9	11	-6	15	2
CC1CC(N(C(=O)c2ccc(Cl)cc2)c2ccccc2)c2ccccc2N1C(=O)c1ccco1 (stereo not drawn)	23	0.5	-3	36	50*	-3	-27	34
Cc1c(C(=O)Nc2cccc(C(F)(F)F)c2)oc2ccc(S(=O)(=O)N3CCOCC3)cc12	9	-5.9	16	0	26	-4	-26	3
COCCNC(=S)N=Nc1c(O)[nH]c2ccc([N+](=O)[O-])cc12	-26	0.0	-2	-20	10	-5	0	-16
O=C(C[n+]1ccccc1)N/N=C/c1ccc(Cl)cc1	-14	-0.2	0	-5	19	1	13	-4
O=C(O)c1ccc(COc2c(F)c(F)cc(F)c2F)cc1	6	-1.7	1	11	5	-1	-10	25
COc1ccccc1N1C(=O)CC(Sc2nccc(C)n2)C1=O (stereo not drawn)	2	0.1	6	8	17	-2	16	-1
Cc1sc2nc(C3CC3)nc(N3CCN(C(=O)c4ccccc4F)CC3)c2c1C	24	2.4	8	24	21	-3	-13	20
CCOC(=O)c1sc(=S)n(C)c1NC(=O)c1ccccc1Cl	10	0.3	12	34	-3	-5	5	20
COc1ccccc1[C@H]1C(c2ccc(F)cc2)=NN(c2ccccc2)[C@@H]1CO	12	-1.0	x	55*	12	1	7	22
O=C(O)Cc1nn(Cc2ccc(Cl)cc2)c(=O)c2ccccc12	-1	-1.7	2	10	0	-2	18	8
COc1ccccc1NS(=O)(=O)N(C)C	-2	-0.3	4	14	8	-2	6	15
CC(NC(=O)COC(=O)c1cc([N+](=O)[O-])ccc1N1CCOCC1)c1ccccc1 (stereo not drawn)	-1	0.2	3	3	-1	0	23	-9
COC(=O)C1=NN(C(=O)c2ccccc2)C(C)(O)C1 (stereo not drawn)	-4	-0.6	-2	-4	12	-5	12	-19
O=C(c1ccc(=O)oc1)N1CCN(c2ccc(F)cc2)CC1	4	3.7	8	0	1	1	6	3

Assay outcomes (PubChem)
